Screening data as filed in PubChem.
CHRM5 antagonist: blocks acetylcholine activation of human M5 receptor. CHO-hM5 cells, Fluo-8 calcium fluorescence, ACh EC80. hit rate 0.59% among 360,000. P08912. inhibition, % at 3 µM. AID 624040;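 active means inhibition above a per-plate cutoff, the mean of that plate's test compounds plus 3 SD, cut at about 27% in these data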;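 further: 0% = acetylcholine EC80 with DMSO and 100% = DMSO without agonist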
CHRM4 agonist: CHRM4 agonism in calcium assay. P08173. CHO-K1 hM4/Gqi5, Fluo-8 calcium fluorescence; vehicle 0%, full acetylcholine response 100%. activation, % at 3 µM. hit rate 0.14% among 360,000;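 active means activation above the run mean over all test wells plus 3 SD, cut at about 32% in these data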;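 further: peak over basal fluorescence ratio per well then scaled between controls; 0% = DMSO wells and 100% = acetylcholine at EC100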
Target sequence (P08173 whole entry, looked up): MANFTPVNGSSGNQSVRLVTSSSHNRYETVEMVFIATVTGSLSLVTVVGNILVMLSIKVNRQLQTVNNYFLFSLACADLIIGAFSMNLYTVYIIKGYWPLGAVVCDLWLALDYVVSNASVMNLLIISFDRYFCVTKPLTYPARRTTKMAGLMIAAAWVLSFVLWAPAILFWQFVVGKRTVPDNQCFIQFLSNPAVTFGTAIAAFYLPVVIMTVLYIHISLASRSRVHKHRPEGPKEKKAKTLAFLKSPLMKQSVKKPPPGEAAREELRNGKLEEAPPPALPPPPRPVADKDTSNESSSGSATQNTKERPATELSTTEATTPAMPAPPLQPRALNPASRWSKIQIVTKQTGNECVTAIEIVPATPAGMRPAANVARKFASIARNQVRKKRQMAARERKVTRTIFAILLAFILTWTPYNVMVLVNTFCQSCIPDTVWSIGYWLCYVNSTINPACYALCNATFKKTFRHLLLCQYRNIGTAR
CRFBP-R2 agonist: agonists of human CRF-binding protein/CRF-R2 receptor complex | hit rate 0.46% among 350,000 | AID 588473 | HEK293 CRF-R2/CRF-BP, calcium dye fluorescence (FLIPR); percent of saturating CRF peptide response | activation, % at 13.2 µM;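 active means activation of at least 50%, plus an integration ratio under a set limit after plate pattern correction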;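 further: plate controls were neutral control wells without compound for no effect and CRF at EC100 for full effect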
M4 PAM: CHRM4 positive allosteric modulation | activation, % at 3 µM | hit rate 0.4% among 360,000 | CHO-K1 hM4/Gqi5, Fluo-8 calcium fluorescence, ACh EC20; 0% = ACh EC20, 100% = maximal ACh | AID 624126;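 active means activation above its plate's cutoff, the mean activation of sample wells plus 3 SD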; further: some results filed as inactive read as strong as hits
CRFBP-R2 block: CRF-BP/CRF-R2 complex antagonism; HEK293 CRF-R2/CRF-BP, CRF-induced calcium fluorescence; inhibition, % at 11.8 µM; AID 588475; hit rate 0.59% among 350,000;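 active means inhibition of the ligand-induced calcium signal above about 50% at the single tested concentration, limit read from the data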
CHRM1 PAM: human CHRM1 positive allosteric modulation. P11229. CHO-K1 hM1, Fluo-8 calcium fluorescence, ACh EC20; 0% = ACh EC20, 100% = maximal ACh. activation, % at 3 µM. hit rate 0.088% among 360,000. AID 588819; in the data active means activation above about 19%, passing the limit was not always enough
Target sequence (P11229 whole entry, looked up): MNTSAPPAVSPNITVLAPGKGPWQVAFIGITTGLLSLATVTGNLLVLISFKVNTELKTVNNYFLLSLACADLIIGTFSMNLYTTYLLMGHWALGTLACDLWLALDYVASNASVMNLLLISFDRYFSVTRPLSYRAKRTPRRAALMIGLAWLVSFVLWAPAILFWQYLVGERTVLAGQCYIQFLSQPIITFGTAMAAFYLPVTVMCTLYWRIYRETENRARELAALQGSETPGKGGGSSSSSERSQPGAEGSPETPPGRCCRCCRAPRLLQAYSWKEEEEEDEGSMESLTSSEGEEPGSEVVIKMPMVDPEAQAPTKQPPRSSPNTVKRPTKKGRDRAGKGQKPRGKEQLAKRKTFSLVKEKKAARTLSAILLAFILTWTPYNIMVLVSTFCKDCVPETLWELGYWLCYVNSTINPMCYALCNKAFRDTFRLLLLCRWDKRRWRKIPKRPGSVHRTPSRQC
CHRM4 antagonist: blocks acetylcholine activation of human M4 receptor | P08173 | CHO-hM4 cells, ACh EC80, Fluo-8 calcium fluorescence | inhibition, % at 3 µM | hit rate 0.73% among 360,000 | AID 624125;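 active means inhibition above its plate's cutoff, the mean inhibition of sample wells plus 3 SD, cut at about 27% in these data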;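 further: 0% = acetylcholine EC80 with DMSO and 100% = DMSO without agonist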
CHRM5 agonist: agonists of human muscarinic M5 receptor (CHRM5); activation, % at 3 µM; hit rate 0.19% among 360,000; CHO-K1 hM5 cells, Fluo-8 calcium fluorescence; 0% DMSO wells, 100% maximal acetylcholine response; P08912;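 active means activation above the run's mean over test compounds plus 3 SD, cut at about 23% in these data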;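 further: signal is peak over basal fluorescence ratio across the kinetic read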
CHRM5 PAM: CHRM5 positive allosteric modulation; P08912; AID 624038; hit rate 0.3% among 360,000; CHO-K1 hM5, Fluo-8 calcium, ACh EC20 PAM; 0% = ACh EC20, 100% = ACh EC100; activation, % at 3 µM;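 active means activation above the run cutoff, the mean activation of all test compounds plus 3 SD, cut at about 18% in these data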
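Assay system – human M5 receptor in CHO-K1 cells · Read-out – % activation, ACh-normalized · Technique – Fluo-8 calcium fluorescence · Dosing – single-point, 3 µM nominal · Incubation – Fluo-8 loading 80 min at 37 °C plus 30 min room temperature · Repeats – singlicate, one well per test compound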
The depositor's hits bear a star; · = no result given. Rows were taken by chance. About 2.6% of those tested had a hit in this group.

SMILES	CHRM5 antagonist	CHRM4 agonist	CRFBP-R2 agonist	M4 PAM	CRFBP-R2 block	CHRM1 PAM	CHRM4 antagonist	CHRM5 agonist	CHRM5 PAM
Cc1cccc(NC(=O)c2cc[n+]([O-])cc2)c1C	5.3	0.1	0.4	0.9	-5.2	6.1	-3.6	-2.2	1.8
CCn1c(C)nc2cc(C(=O)N/N=C/c3ccccc3C)ccc21	3.9	2.4	1.6	2.5	8.6	5.1	1.9	-2.6	-4.2
CCNC(=O)C1(C)CCN(C(=O)c2c(F)ccc(C)c2F)C1 (stereo unspecified)	3.2	0.8	·	3.9	·	3.8	2.0	2.8	1.9
CC(C)CNC(=O)NC(=O)COc1c(F)c(F)cc(F)c1F	-9.3	-0.6	-2.3	18.6	-6.6	-9.2	-5.8	-11.0	8.4
CC(C)(O)c1[nH]c2cc(C(F)(F)F)ccc2c1C(C)(C)O	6.5	6.7	0.8	6.3	1.2	3.7	-2.0	3.5	1.2
CC(C)C1(c2ccsc2)NC(=O)NC1=O (stereo unspecified)	1.1	0.6	4.4	2.6	5.2	4.6	-2.1	4.0	3.1
CC(C)(C)c1csc(CS(=O)(=O)c2ccccn2)n1	7.8	11.2	1.6	-20.2	16.2	0.4	10.6	0.7	-13.2
COCCSc1nnc(NC(=O)C2CCCCC2)s1	-0.5	0.5	0.9	14.1	-14.0	6.8	-12.8	-0.5	0.3
FC(F)(F)c1nnc2ccc(Sc3ccccn3)nn12	3.1	0.3	-0.8	9.0	1.9	5.2	-1.4	-1.0	-6.5
Nc1nc(Nc2ccccc2)nc(NCc2ccccc2)c1[N+](=O)[O-]	4.6	-1.0	-1.9	-21.7	-25.1	3.4	-4.0	-5.5	3.1
CCc1ccc(C(C)NC(=O)c2ccc(F)cc2)cc1 (stereo unspecified)	1.3	-0.3	-3.9	-0.4	35.0	-2.6	13.3	-8.8	-4.1
CC(NC(=O)c1ccccc1)C(=O)N/N=C/c1ccco1 (stereo unspecified)	-3.8	0.3	0.7	3.8	3.6	12.6	2.6	-2.6	8.3
CCN(CC)C(=O)C1CCCN(Cc2ccc3ccccc3c2)C1 (stereo unspecified)	8.9	0.9	0.9	-0.9	-7.1	1.9	4.2	-8.0	1.8
CNc1nc(NCc2ccc(C)cc2C)c2sccc2n1	12.0	7.0	·	-5.8	·	6.6	0.7	4.8	-7.5
N/C(=N\OC(=O)COc1ccc(Cl)cc1Cl)c1cccnc1	8.0	0.2	1.6	-0.7	11.0	2.8	7.7	-0.8	-2.6
CN(C)S(=O)(=O)c1cccc(-c2nnc(-c3ccccc3)o2)c1	0.3	8.2	6.5	14.7	-1.3	3.9	-9.4	0.3	1.5
O=C(CN(C(=O)CCC(=O)Nc1nccs1)c1ccccc1F)NCc1ccccc1	4.8	1.4	-0.5	-2.2	-5.1	-8.9	3.7	-0.6	-0.1
O=S(=O)(Nc1ccc2ccccc2c1)c1ccccc1	1.5	-0.1	-0.4	-3.2	-23.8	-9.6	11.4	-1.4	-0.9
Oc1[nH]c2ccccc2c1N=Nc1nncc2ccccc12	-4.0	-0.1	-5.1	-14.9	12.2	-5.0	3.3	-4.9	4.2
O=C(CN1CCOCC1)NCCNS(=O)(=O)c1ccccc1	8.8	0.8	-0.1	8.7	4.3	12.3	-7.6	-1.5	-1.2
Cc1cc(F)ccc1NC(=O)c1ccc(NS(=O)(=O)c2cccs2)cc1	-0.6	0.9	-3.6	1.0	7.2	4.0	-17.2	0.0	-3.8
CC(C)COC(=O)N(C)c1ccc(C(O)(C(F)(F)F)C(F)(F)F)cc1	2.7	1.6	8.2	-4.6	-5.0	-8.0	6.9	-6.5	-5.5
O=C(NCCNC(=O)c1ccc([N+](=O)[O-])cc1)c1ccncc1	6.5	0.8	-0.1	3.5	10.0	6.4	-1.1	-1.0	-3.4
Cc1cccc(C)c1NC(=O)c1csc([C@H]2C[C@H](O)[C@@H](CO)O2)n1	-1.6	1.6	·	4.0	·	1.1	-1.0	1.8	5.3
O=C(N/N=C(\Cc1ncc[nH]1)c1ccccc1)c1cccnc1	3.0	1.4	-4.4	3.4	-2.0	10.6	-7.8	-1.2	7.4

Remaining list, next part.
SMILES	CHRM5 antagonist	CHRM4 agonist	CRFBP-R2 agonist	M4 PAM	CRFBP-R2 block	CHRM1 PAM	CHRM4 antagonist	CHRM5 agonist	CHRM5 PAM
CC1(C)CC(=O)N(CC(=O)O)c2ccccc2S1	-5.8	0.1	0.3	0.4	4.0	0.1	1.8	1.6	6.6
CCc1noc(C)c1C(=O)Oc1ccc(N(C)S(=O)(=O)c2ccccc2)cc1	12.4	9.6	1.5	-2.2	0.0	-8.2	-18.1	3.5	-13.4
CC(C)(O)[C@@H]1CC[C@@](C)(C2CC[C@]3(C)C2[C@H](O)CC2[C@@]4(C)CC[C@H](O)C(C)(C)C4[C@@H](O[C@H]4O[C@@H](CO)[C@H](O)[C@@H](O)[C@@H]4O[C@@H]4O[C@H](CO)[C@@H](O)[C@H](O)[C@H]4O)C[C@]23C)O1 (stereo in doubt)	17.9	3.3	-0.3	14.5	-0.8	0.2	7.2	1.6	-0.1
COc1ccccc1NC(=O)NNC(=O)CN1C(=O)COc2ccccc21	4.0	0.2	0.7	-0.2	9.1	8.0	-7.9	-0.7	-1.0
CCn1cc(C(=O)N[C@H](C(=O)NCCCn2ccnc2)C(C)C)c(=O)c2cc3c(cc21)OCO3	10.3	-0.3	-0.5	2.9	16.1	-2.2	2.9	-2.4	0.5
NC(=S)N/N=C/c1coc2ccc(Cl)cc2c1=O	-11.3	2.2	-2.3	15.1	11.6	6.1	-3.8	-0.8	0.1
COc1ccc(N2CCN(C(=O)COC(=O)c3ccccc3OCc3ccc(F)cc3)CC2)cc1	12.4	11.1	1.1	-3.8	19.1	3.5	-5.7	-1.8	-10.4
CCN(CC)CCCN(Cc1cc2cc3c(cc2[nH]c1=O)OCCO3)C(=O)Nc1ccccc1	6.0	-0.1	-0.9	-1.7	-4.5	6.4	-0.3	1.9	-1.6
CN(C)c1ccc(CN(C(=O)c2ccco2)C2CCS(=O)(=O)C2)cc1 (stereo unspecified)	-1.3	0.5	-2.4	3.6	11.7	6.3	-3.9	-7.4	3.8
COc1nc(Oc2ccc(C(=O)OCC(N)=O)cc2)nc(N(C)C)n1	-6.9	-0.5	-0.1	4.3	15.7	3.5	-1.4	-0.5	2.7
O=C(Nc1nc2ccccc2[nH]1)c1ccc([N+](=O)[O-])cc1	-6.5	0.7	-0.9	1.2	0.7	-0.2	-3.1	-0.9	-5.4
CCCN(C)C1CN(Cc2cn(Cc3ccc(Cl)cc3)nn2)S(=O)(=O)C1 (stereo unspecified)	-5.0	1.4	·	13.0	·	·	-6.5	2.1	0.8
CCn1c(SCC(=O)N2CCC(C(N)=O)(N3CCCCC3)CC2)nnc1-c1ccccc1	2.7	0.1	-1.1	-0.4	-6.2	9.0	-4.9	0.3	-5.1
CC(C)COc1ccc(/C=C2/Sc3ccccc3C2=O)cc1	-5.2	0.4	-1.6	1.5	40.7	2.4	-1.2	0.4	0.4
CCCCCC(=O)N1C[C@@H](n2cc(C3CC3)nn2)[C@H](O)C[C@@H]1c1ccc(Cl)cc1	-3.0	3.1	0.1	-1.1	-1.8	1.5	-22.1	-0.8	1.4
O=C(NCC(=O)N1CCN(S(=O)(=O)c2ccc3c(c2)OCCO3)CC1)c1ccccc1Cl	7.1	0.2	-1.9	6.7	-11.6	14.5	4.8	2.7	-1.9
O=C1C=CC(=O)N1CCCCCCCCCCN1C(=O)C=CC1=O	6.9	6.7	24.5	-3.2	1.8	4.0	18.8	-0.3	1.6
Cc1ccc(C(=O)Nc2nc(-c3ccc([N+](=O)[O-])cc3)cs2)o1	0.4	0.9	1.2	-1.3	-9.8	1.5	5.7	-2.1	2.2
CCCCc1nnc(NC(=O)CSc2nc(C)cc(=O)[nH]2)s1	6.3	0.2	-0.2	5.8	-2.2	-0.9	1.2	-2.8	-8.0
Cc1cc(NC(=O)CCC(=O)N(CC2CCCO2)C(C(=O)NC2CCCC2)c2cccnc2)no1 (stereo unspecified)	2.3	-0.1	2.2	-1.3	-13.2	0.5	-1.4	-4.2	0.4
CCOC(=O)Cc1c(C)nc(Cc2ccc(OC(C)C)cc2)[nH]c1=O	-8.0	1.2	4.3	8.3	-8.7	5.0	1.4	6.6	5.1
COCCCNC(=O)c1cn(Cc2c(F)cccc2Cl)nn1	-13.7	-0.2	1.1	3.9	4.7	6.3	2.5	0.2	30.4*
Cc1cccc(NC(=S)NC2CCCC2)n1	-1.4	0.2	-2.4	1.4	-48.4	0.1	0.1	0.4	5.0
Cn1c(=S)ccc2ccccc21	4.8	0.9	0.4	7.1	-10.7	12.9	-2.9	-4.5	-4.2
CC1CC(=O)N(c2ccc(NCCc3ccccc3)c([N+](=O)[O-])c2)C1=O (stereo unspecified)	-0.8	4.5	-1.2	-10.2	-0.6	8.2	5.9	0.4	2.5

(list continues)
SMILES	CHRM5 antagonist	CHRM4 agonist	CRFBP-R2 agonist	M4 PAM	CRFBP-R2 block	CHRM1 PAM	CHRM4 antagonist	CHRM5 agonist	CHRM5 PAM
Cc1cc(C)c(NC(=O)COC(=O)CSc2ccc(Br)cc2C)c(C)c1	-2.0	0.5	3.4	5.2	-6.4	-1.8	-0.8	-3.8	0.7
COc1cc(C=O)c(Br)cc1OC1CCCC1	9.0	-0.1	-1.2	6.9	-13.1	-0.3	-1.6	-2.0	-2.8
CCN(CC)CCN(C(=O)CCS(=O)(=O)c1ccccc1)c1nc2cc(C)cc(C)c2s1	-1.9	2.2	4.3	7.5	-2.2	-4.3	-10.5	-5.8	2.1
CN(CCCC1CCCC1)C(=O)c1cc(COc2c(F)cccc2F)on1	4.6	0.7	0.0	6.0	4.3	13.9	-14.0	-1.9	-0.5
Cc1ccc(-n2nnnc2-c2cnc3ccc(Cl)cc3c2-c2ccccc2)cc1	4.8	-0.1	-0.8	-1.9	-22.3	6.8	-2.1	1.7	-0.1
Cc1ccccc1S(=O)(=O)N1CCN(C)CC1	2.9	-0.2	2.0	-2.9	24.0	7.4	5.1	-6.9	10.8
COc1ccc(CC(=O)N2CCN(c3cccc(C)c3C)CC2)cc1	6.5	0.9	-0.3	0.8	19.6	3.4	-6.0	0.8	4.0
Fc1ccc(N2CCN(Cc3cnc(N4CCOCC4)s3)CC2)cc1	5.2	1.4	-0.1	4.9	-14.5	6.1	3.7	2.5	4.4
COC(=O)c1cc(C(=O)Nc2ccc(S(N)(=O)=O)cc2)cc([N+](=O)[O-])c1	3.6	0.8	-3.2	5.1	-12.9	12.0	-2.9	-1.6	12.6
CCCCCCCCOC1OC(CO)C(O)C(O)C1NC(C)=O (stereo unspecified)	0.8	0.0	0.0	-2.5	-8.9	1.9	4.7	-4.3	2.5

By substructure: the entries above containing bromine.
SMILES	CHRM5 antagonist	CHRM4 agonist	CRFBP-R2 agonist	M4 PAM	CRFBP-R2 block	CHRM1 PAM	CHRM4 antagonist	CHRM5 agonist	CHRM5 PAM
Cc1cc(C)c(NC(=O)COC(=O)CSc2ccc(Br)cc2C)c(C)c1	-2.0	0.5	3.4	5.2	-6.4	-1.8	-0.8	-3.8	0.7
COc1cc(C=O)c(Br)cc1OC1CCCC1	9.0	-0.1	-1.2	6.9	-13.1	-0.3	-1.6	-2.0	-2.8
